Compound activity: PubChem, several laboratories
SRC3 inh – SRC3 coactivator transcriptional activity inhibitors, primary screen, cell-based, luminescence; Nuclear receptor coactivator 3 (Homo sapiens), Q9Y6Q9; HEK293 GAL4-SRC3 luciferase reporter; inhibition, % at 3.6 µM; actives 0.17% (n = 360,000); AID 588352, 2011;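 active means inhibition above a per-campaign cutoff, the mean of all compounds plus 3 SD, cut at about 60% in these data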;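 further: 0% = DMSO-treated cells and 100% = gossypol-treated cells at 36 µM; higher means less SRC3-driven luciferase light from the GAL4 reporter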
TROY signal inh – inhibitors of TROY-driven NF-kB signaling, primary screen, Q293 LMP1-TROYcd cells, NF-kB luciferase, uHTS | Q293 LMP1-TROYcd NF-kB luciferase reporter, 4 h | inhibition, % at 10 µM | actives 0.98% (n = 360,000) | AID 1347056, 2019;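 active means compounds whose plate-normalised and pattern-corrected inhibition of the luciferase reporter signal at the single screening dose is 50% or more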
Shn3 inh set2 – reduction of Shn3 3'UTR firefly luciferase signal, primary screen, Schnurri-3 inhibitor project, cell-based, Clone20 osteoblasts, set 2; Clone20 osteoblast Shn3 3'UTR firefly luciferase, 24 h; inhibition, % at 12.5 µM; actives 0.52% (n = 360,000); AID 588674, 2011;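 active means mean inhibition of at least 75% with every replicate also reaching 75%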;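 further: 0% = median of neutral control wells and 100% = pilot-screen positive control compound; some compounds past the cut are filed as inactive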
LRH-1 inv ag – LRH-1 (NR5A2) inverse agonists, primary screen, cell-based, luminescence, HEK293T, StAR-luciferase reporter | inhibition, % at 3.6 µM | actives 0.13% (n = 360,000) | LRH-1 transfected, 24 h | Nuclear receptor subfamily 5 group A member 2 (Homo sapiens), O00482;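 active means inhibition above the mean inhibition of all tested compounds plus 3 SD, cut at about 73% in these data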;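 further: 0% = DMSO wells and 100% = reporter-only cells lacking LRH-1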
Target sequence (O00482 whole entry, looked up): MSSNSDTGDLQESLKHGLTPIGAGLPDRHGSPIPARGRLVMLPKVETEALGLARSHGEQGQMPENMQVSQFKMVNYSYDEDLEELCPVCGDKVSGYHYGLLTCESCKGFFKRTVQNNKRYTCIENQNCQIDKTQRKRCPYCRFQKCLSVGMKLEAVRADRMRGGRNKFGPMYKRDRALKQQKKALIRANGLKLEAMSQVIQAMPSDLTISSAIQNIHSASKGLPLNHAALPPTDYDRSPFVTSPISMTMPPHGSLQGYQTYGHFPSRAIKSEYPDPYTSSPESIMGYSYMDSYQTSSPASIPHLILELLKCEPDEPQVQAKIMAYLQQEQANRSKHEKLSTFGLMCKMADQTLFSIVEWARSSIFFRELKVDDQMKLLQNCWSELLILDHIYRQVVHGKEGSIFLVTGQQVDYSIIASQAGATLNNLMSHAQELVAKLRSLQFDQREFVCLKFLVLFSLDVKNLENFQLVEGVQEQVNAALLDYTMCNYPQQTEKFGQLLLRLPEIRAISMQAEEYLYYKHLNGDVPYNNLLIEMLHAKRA
NR2F2 inh – NR2F2 transcriptional activity inhibitors, primary screen, cell-based, luciferase reporter, HEK293T, luminescence | AID 686940, 2013 | COUP transcription factor 2 (Homo sapiens), P24468 | inhibition, % at 8.6 µM | actives 0.7% (n = 370,000) | HEK293T NGFI-A luciferase reporter;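 active means inhibition above a per-plate cutoff, mean inhibition of test wells between control levels plus 3 SD, cut at about 38% in these data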;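 further: cells cotransfected with COUP-TFII expression vector driving the NGFI-A reporter; 0% = median of COUP-TF2 test wells and 100% = reporter-only cells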
Target sequence (P24468 whole entry, looked up): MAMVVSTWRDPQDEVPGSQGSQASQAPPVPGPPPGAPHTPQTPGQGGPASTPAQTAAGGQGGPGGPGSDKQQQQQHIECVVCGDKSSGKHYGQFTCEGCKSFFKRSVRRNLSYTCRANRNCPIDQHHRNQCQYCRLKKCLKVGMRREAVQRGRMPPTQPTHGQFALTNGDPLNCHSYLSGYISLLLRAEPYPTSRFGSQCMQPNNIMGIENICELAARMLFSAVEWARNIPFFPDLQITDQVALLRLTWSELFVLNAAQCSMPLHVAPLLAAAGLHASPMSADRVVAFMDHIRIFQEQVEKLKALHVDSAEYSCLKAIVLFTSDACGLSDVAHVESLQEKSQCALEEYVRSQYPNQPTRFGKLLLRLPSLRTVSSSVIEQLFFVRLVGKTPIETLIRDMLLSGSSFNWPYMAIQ
TRAIL sens C8 – viability loss with TRAIL in NB7+C8 cells, primary screen, TRAIL sensitizer project, cell-based, ATPlite luminescence; inhibition (viability loss, TRAIL sensitization), % at 10 µM; actives 1% (n = 360,000);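 active means compounds causing at least 50% loss of cell viability in the single-dose screen, relative to plate controls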
TWEAK Fn14 block – inhibitors of TWEAK-Fn14 signaling, primary screen, luciferase reporter cells, uHTS; inhibition, % at 10 µM; actives 2% (n = 360,000); TWEAK-stimulated Fn14 reporter cells, luciferase luminescence, 8 h; in the data active means inhibition above about 50%
CF NFkB inh – inhibitors of PAF-induced NF-kB signaling, primary screen, cell-based, GFP fluorescence, uHTS | inhibition, % at 5 µM | KKLEB NF-kB-GFP reporter, GFP fluorescence overnight | AID 588850, 2011 | actives 0.86% (n = 360,000);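 active means at least 50% inhibition at 5 µM, scaled per plate between neutral and stimulator controls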;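 further: PAF is a Pseudomonas aeruginosa culture filtrate used as stimulus; plate controls were PAF-stimulated DMSO wells for no effect and unstimulated DMSO wells for full effect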
SRC1 inh – SRC1 coactivator transcriptional activity inhibitors, primary screen, cell-based, luminescence. actives 0.12% (n = 360,000). AID 588354, 2011. Nuclear receptor coactivator 1 (Homo sapiens), Q15788. inhibition, % at 3.6 µM. HEK293 GAL4-SRC1 luciferase reporter;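 active means inhibition above the campaign mean plus 3 SD, with each screening campaign given its own cutoff, cut at about 60% in these data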;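 further: 0% = DMSO treated cells and 100% = gossypol at 36 µM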
EBV LMP1 NFkB – EBV LMP1-driven NF-kappaB luciferase reporter inhibitors, primary screen, cell-based, luminescence, single point; AID 504558, 2011; LMP1-induced NF-kappaB luciferase reporter cells; inhibition, % at 12.5 µM; actives 0.69% (n = 350,000); in the data active means inhibition above about 41%;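 further: 0% = neutral control wells and 100% = reference inhibitor control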
KKLEB tox – cytotoxicity in KKLEB CF airway cells, primary screen, cytotoxicity control for CF NF-kB inhibitor project, cell-based, uHTS, fluorescence assay plates; KKLEB CF airway cells viability, ATPlite luminescence, overnight; stronger effect = lower value; cells stimulated with P. aeruginosa culture filtrate; activity change (cytotoxicity), % at 5 µM; actives 0.36% (n = 360,000);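 active means corrected activity change at or below -50% at 5 µM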
An asterisk follows results filed as active; nt = not tested or not shown. An excerpt (hit frequency here may not be typical).

SMILES	SRC3 inh	TROY signal inh	Shn3 inh set2	LRH-1 inv ag	NR2F2 inh	TRAIL sens C8	TWEAK Fn14 block	CF NFkB inh	SRC1 inh	EBV LMP1 NFkB	KKLEB tox
O=C(Nc1cccc(C(F)(F)F)c1)C1Cc2c(-c3ccccc3)ccnc2O1 (stereo not given)	-8	14	-2	3	26	-3	20	-16	5	nt	6
Cc1ccc(C2c3c(oc4ccccc4c3=O)C(=O)N2c2nncs2)cc1 (stereo not given)	15	13	11	2	5	-29	2	-21	-13	-12	14
O=C(c1cccc(F)c1)N1CCN(c2cc(N3CCCCC3)c(F)cc2[N+](=O)[O-])CC1	15	-11	-2	21	-6	-2	-16	-2	-13	4	-3
CCOC(=O)C(Cc1ccc(Cl)cc1Cl)c1ccno1 (stereo not given)	9	4	21	-15	1	1	-11	-27	-20	17	-10
CCC(C)(C)NCC(=O)Nc1ccc(OC(F)(F)F)cc1	9	2	7	0	-18	-3	-14	12	-19	0	-22
Cc1cc(C)c2c(=O)[nH]n(C(C)C)c2n1	11	0	-1	6	-4	11	-15	-3	8	4	-2
CC(NC(=O)Cn1cc(Br)c([N+](=O)[O-])n1)c1ccccc1 (stereo not given)	-14	5	-16	2	8	4	3	12	3	-15	-5
Cc1noc(C)c1NC(=O)N(C)C[C@H]1Oc2c(NC(=O)Nc3ccc(C(F)(F)F)cc3)cccc2C(=O)N([C@H](C)CO)C[C@@H]1C	8	-2	-20	-1	10	7	4	-7	-6	6	6
COC(=O)C(C)(C)ONC(=O)Nc1ccc(C)cc1	-12	21	-28	-16	21	5	11	3	-29	-2	-4
Cc1nnn(C23CC4CC(CC(CC(=O)Nc5ccc(C)c(Cl)c5)(C4)C2)C3)n1	24	-21	-18	-24	16	-11	-1	21	4	7	-2
COc1ccc(CCNC(=O)c2ccc(=O)[nH]c2)cc1	12	0	2	3	-4	1	39	13	-8	1	-4
CCOC(=O)c1ccc(S(=O)(=O)N2CC(=O)Nc3ccccc32)cc1	-26	-5	-16	4	-16	12	10	-5	11	-7	-8

Given in CSV form: entries from further up
molecule,SRC3 inh,TROY signal inh,Shn3 inh set2,LRH-1 inv ag,NR2F2 inh,TRAIL sens C8,TWEAK Fn14 block,CF NFkB inh,SRC1 inh,EBV LMP1 NFkB,KKLEB tox
Cc1cc(C)c2c(=O)[nH]n(C(C)C)c2n1,11,0,-1,6,-4,11,-15,-3,8,4,-2
CC(NC(=O)Cn1cc(Br)c([N+](=O)[O-])n1)c1ccccc1 (stereo not given),-14,5,-16,2,8,4,3,12,3,-15,-5
Cc1noc(C)c1NC(=O)N(C)C[C@H]1Oc2c(NC(=O)Nc3ccc(C(F)(F)F)cc3)cccc2C(=O)N([C@H](C)CO)C[C@@H]1C,8,-2,-20,-1,10,7,4,-7,-6,6,6

Next section:
SMILES	SRC3 inh	TROY signal inh	Shn3 inh set2	LRH-1 inv ag	NR2F2 inh	TRAIL sens C8	TWEAK Fn14 block	CF NFkB inh	SRC1 inh	EBV LMP1 NFkB	KKLEB tox
O=C(NCC(=O)N(c1cccnc1)C(C(=O)NC1CCCC1)c1ccco1)c1cccs1 (stereo not given)	1	2	-11	2	6	-13	-8	18	-1	2	-9
CC(C)CN1CCCC(N2CCN(c3cccc(Cl)c3)CC2)C1 (stereo not given)	7	-10	-15	8	-24	-12	-13	1	6	-3	5
CC(C)(C)C1CCc2c(sc(NC(=O)c3ccncc3)c2C(N)=O)C1 (stereo not given)	-7	-28	-35	-19	-4	17	20	-7	-16	-5	-12
COc1ccccc1NC(=S)NC(=O)C(C)(C)C	-21	-17	-18	20	-5	1	6	-11	1	0	13
CCOC(=O)c1cc(C(=O)Nc2sc3c(c2C#N)CCCC3)nn1C	-2	-43	7	2	-14	-8	-30	2	-14	4	-6
Cc1cccc(N2CC(C(=O)NCC3COc4ccccc4O3)CC2=O)c1C (stereo not given)	1	-11	13	-16	-6	-6	-9	14	-13	3	-19
COc1ccc([C@@H]2C[C@H]3[C@@H](CN2S(=O)(=O)c2ccccc2)C(=O)C[C@@H](c2cccc(Cl)c2)N3S(=O)(=O)c2ccc(C)cc2)cc1	5	-10	16	7	nt	-7	-20	9	16	nt	-9
O=S(=O)(NCc1cn2ccsc2n1)c1ccc(Oc2ccccc2)cc1	28	7	75	44	42*	-3	20	1	28	10	-2
Cc1cc(C)cc(NC(=O)CSc2nnc(NC(=O)C3CC3)s2)c1	-7	3	24	-13	7	15	5	-2	-5	7	-3
COc1cccc(-c2oc3c(c2C#CCCO)C(O)CCC3)c1 (stereo not given)	nt	-10	nt	16	9	-4	-18	nt	nt	nt	nt
Cc1oc(S(=O)(=O)N2CCCCC2)cc1NC(=O)Nc1ccc(Cl)cc1	13	-4	7	11	28	-6	-4	6	11	8	9
COc1cccc(CN(C)C(=O)CCN=C2NS(=O)(=O)c3ccccc32)c1OC	-29	8	12	-6	-5	4	-7	1	-18	4	-4
OC[C@H]1OC(O)C[C@@H](O)[C@@H]1O (stereo not given in full)	10	8	-11	13	-11	-7	0	-17	-7	-3	3
CC(C)OC(=O)NS(=O)(=O)c1cccc([N+](=O)[O-])c1	9	-10	10	4	4	2	23	-13	7	-1	8
CCOc1ccc(/C=C/C(=O)N(CC)CC(=O)Nc2ccc3c(c2)OCCO3)cc1OCC	8	4	-8	31	-7	3	9	-1	-34	4	3
O=C(CS(=O)Cc1ccccc1Cl)Nc1ccccc1Cl (stereo not given)	6	-6	-5	-1	-8	-2	-11	8	5	16	12
CC(=O)Nc1ccccc1C(=O)N1CC2(C)CC1CC(C)(C)C2 (stereo not given)	8	-5	-9	1	6	9	-3	0	-39	-1	6
CCOC(=O)c1cnc2nc(C(F)(F)F)[nH]n2c1=O	-2	-18	-2	-17	-19	-1	-8	1	2	1	-2
Cn1nccc1C(=O)N1CCN(c2ccc(F)cc2)CC1	10	-10	12	1	5	-12	-20	-6	-11	13	1
COC(=O)c1cc(-c2ccc(OC)cc2F)nc2nc(SC)[nH]c(=O)c12	-8	-11	23	-12	-5	-19	16	-19	8	15	13
Cc1cc(C)c(O)c(C2(O)C(=O)c3ccccc3C2=O)c1	15	1	4	3	-1	8	1	7	13	6	-2
Cc1ccsc1C(=O)NCCc1nnc2ccccn12	-63	-45	-31	-92	-26	-11	12	2	-68	-3	0
COC(C(=O)NCc1ccccc1C)c1ccccc1 (stereo not given)	8	-8	-9	0	-5	16	13	-6	-2	5	2
CCN1/C(=C\C=C2\C(=O)N(c3ccccc3)C(=S)N2C)Sc2ccccc21	5	3	-6	-13	7	6	-5	23	0	10	-16
C#CCN(C[C@H]1[C@H](OC(=O)NCc2ccccc2F)[C@H](OC(=O)NCc2ccccc2F)C[C@@H](C(=O)OC)[C@H]1C(=O)OC)S(=O)(=O)c1ccc(C)cc1	-9	16	17	22	5	-11	11	-12	8	-17	18
CN(C)CCCOc1ccc(-c2ccc3nncn3c2)cn1	15	-4	-1	6	-27	0	-5	8	-9	nt	10
COC(=O)c1cc(Br)c(=O)n(-c2cc(C)on2)c1	-16	13	-3	7	3	-3	8	-3	21	4	2
O=C(OCCC12CC3CC(CC(C3)C1)C2)c1ccc(NCc2cc(O)ccc2O)cc1	74*	-3	99*	52	90*	92*	98*	21	56	-25	-12
N/C(CCN1CCCCC1)=N/O	-1	6	3	0	2	4	0	-3	-2	1	2
Cn1c(SCc2ccc(C#N)cc2)nnc1-c1ccccc1	3	5	-23	-5	0	4	2	-4	-11	0	-3
COc1cc(C=C2C(=O)c3ccccc3C2=O)cc(OC)c1	-12	-22	-14	0	-21	12	-2	5	1	1	-8
COC(=O)CCC(=O)OC1(C)C(=O)C2=CN(CC3CC3)C(c3ccc(OC)cc3)=CC2=C(Br)C1=O (stereo not given)	12	-5	2	0	nt	-4	-5	23	3	-2	0
COc1ccc(/C=C2\CCC/C(=C\C=N\N(C)C)C2=O)cc1	-11	-13	5	-27	3	-2	44	-35	-22	-28	15
CCC1=Nc2ccc(Br)cc2C(c2ccccc2)N1CC(=O)OC (stereo not given)	11	-5	9	-6	-5	7	-11	19	-5	5	-18
Cc1ccc(NC(=O)C(C)NS(=O)(=O)c2ccc(F)cc2)cc1C (stereo not given)	10	-1	-3	11	9	6	8	-2	12	-5	3
CCC1=NC(c2ccccc2OC)N(O)C1(C)C (stereo not given)	3	-1	6	-1	-4	-7	-8	12	-20	6	-7
CC(=O)c1cc(C#N)c(N2CC(C)OC(C)C2)nc1C (stereo not given)	12	11	6	1	1	5	-14	-14	-19	-12	14
CCn1c(SCC(=O)Nc2nc(C)c(C)s2)nnc1-c1cccs1	3	-8	16	11	4	8	-3	-9	-1	1	7
COc1ccc(C(=O)Nc2cc(OCc3ccccc3)c(Cl)cc2Cl)cc1	-1	0	3	-25	8	6	-16	-3	-10	-2	2
CC(=O)NC(C(=O)c1ccccc1)N1CCCCC1 (stereo not given)	-19	22	-27	4	5	7	14	-4	-1	-6	-6
CC1CCc2c(sc3c2C2=NS(=O)(=O)CCN2C=N3)C1 (stereo not given)	-1	22	-3	13	13	-13	6	-2	13	-9	-4
CCOC(=O)N1CCN(C(=O)c2cccc(NC3=NC4CS(=O)(=O)CC4S3)c2)CC1 (stereo not given)	-5	8	-3	-16	-12	-6	-8	4	2	2	11
O=C1OC(NC(=O)c2ccccc2)C(n2cc(CO)nn2)=C1Cl (stereo not given)	1	8	20	5	8	-37	-4	-2	-4	1	4
CCOc1ccc(Oc2ccccc2NC(=O)CCc2nc3ccccc3c(=O)[nH]2)cc1	-3	13	36	14	-13	9	17	-92	-16	2	0
N=c1c(C(=O)NCc2ccc(F)cc2)cc2c(=O)n3ccccc3nc2n1CC1CCCO1 (stereo not given)	13	-30	-1	7	1	4	21	-3	6	-7	-11
CC(=O)Nc1ccc(NS(=O)(=O)c2cc(-c3cnc(C4CC4)o3)ccc2C)cc1	-56	-2	33	-12	2	12	-4	4	2	-12	-19
COC(=O)c1c(-c2ccncc2)csc1NC(=O)c1ccoc1C	-63	-67	-55	-130	-53	19	-16	-2	-91	-12	-14
COC(=O)COc1ccc(S(=O)(=O)N2CCCCCC2)cc1C	1	5	-28	13	0	5	37	-8	8	3	-9
O=C1c2ccc3c4c(ccc(c24)C(=O)N1c1cccc(O)c1)C(=O)N(c1cccc(O)c1)C3=O	35	-3	nt	22	-10	49*	-11	51*	8	28	-11
CCCNC(=O)/C=C/c1ccc(C(C)C)cc1	-22	-73	-81	-67	-27	9	-15	-5	-28	-42	5
